Compound activity as filed in PubChem.
PTHR1 ag: qHTS for PTHR1 Agonists: Primary Screen | Parathyroid hormone/parathyroid hormone-related peptide receptor (Homo sapiens), Q03431 | HEK293 GP2 PTHR1 cells, GloSensor cAMP luminescence, 1 h | Potency, µM (highest dose often 115 µM), without a hit: at the highest dose activation, hits mostly activators | 410,000 tested, 0.075% active; note: nearly all actives have a fitted effect of over 55% in size; some results filed as inactive show a strong effect at the top dose; inactives centre near -15; many of its hits are not listed in these tables
Target sequence (Q03431 whole entry, looked up): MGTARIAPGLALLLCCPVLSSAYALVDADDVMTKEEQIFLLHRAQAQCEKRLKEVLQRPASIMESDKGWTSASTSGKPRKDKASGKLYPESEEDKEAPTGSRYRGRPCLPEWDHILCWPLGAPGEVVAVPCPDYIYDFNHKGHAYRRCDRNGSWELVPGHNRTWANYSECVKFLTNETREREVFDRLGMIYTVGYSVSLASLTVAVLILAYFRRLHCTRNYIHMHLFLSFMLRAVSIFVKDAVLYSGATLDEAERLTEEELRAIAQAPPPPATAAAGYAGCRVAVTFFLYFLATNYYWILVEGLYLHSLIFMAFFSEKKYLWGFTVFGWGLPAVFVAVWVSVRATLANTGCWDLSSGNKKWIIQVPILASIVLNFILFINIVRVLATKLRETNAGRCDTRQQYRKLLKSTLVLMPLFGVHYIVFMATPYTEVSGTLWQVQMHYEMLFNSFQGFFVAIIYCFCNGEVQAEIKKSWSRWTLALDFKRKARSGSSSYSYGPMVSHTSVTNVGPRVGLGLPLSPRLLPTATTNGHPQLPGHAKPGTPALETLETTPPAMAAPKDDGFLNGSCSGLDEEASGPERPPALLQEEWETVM
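HEK-293-derived GP2 cells expressing PTHR1 and a GloSensor cAMP reporter, 3,000/well, plated overnight, given luciferin plus IBMX (each 0.5 mM as added) for 1 h at 37 °C, then compound for 1 h at 37 °C. Luminescence was read after 15 min at room temperature.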
EPAC1 agonist: qHTS for Agonist of cAMP-regulated guanine nucleotide exchange factor 3 (EPAC1): primary screen. EPAC1 agonist qHTS, biochemical assay; response scale: 100% = response to 6.5 mM cAMP. 360,000 tested, 0.073% active. Potency, µM (doses to about 154 µM), for the others: at the top dose activation, usual class: activators; note: nearly all actives have a fitted effect of over 60% in size
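Nucleotide exchange assay: 100 nM EPAC1 with 250 nM Rap1B loaded with BODIPY-GDP and 50 uM GDP, room temperature. Fluorescence (480/540 nm) read every 5 min for 30 min; signal change normalized to 6.5 mM cAMP as full agonist.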
EPAC2 ag: qHTS for Agonist of cAMP-regulated guanine nucleotide exchange factor 4 (EPAC2): primary screen; Rap guanine nucleotide exchange factor 4 (Homo sapiens), Q8WZA2; EPAC2 activation, biochemical qHTS; response scale: 100% = 6.5 mM cAMP response; Potency, µM (series often up to 154 µM), for inactives: at the highest dose activation, most hits filed as activators; 360,000 tested, 0.079% active; note: nearly all actives have a fitted effect of over 50% in size
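Readout is BODIPY fluorescence (480 nm excitation, 540 nm emission), which falls as labeled GDP is exchanged off Rap1B. EPAC2 at 100 nM acted on 250 nM RAP1B-BODIPY-GDP with 50 uM GDP present.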
EPAC2 antag: qHTS for Antagonist of cAMP-regulated guanine nucleotide exchange factor 2 (EPAC2): primary screen | 360,000 tested, 0.18% active | EPAC2 GEF exchange of Rap1B-BODIPY-GDP, fluorescence | Rap guanine nucleotide exchange factor 4 (Homo sapiens), Q8WZA2 | Potency, µM (top dose mostly 114 µM), for the others: at the top dose activity, negative = inhibition, usual class: inhibitors; note: % is set by controls: 0 for no effect and ±100 for the full control effect; nearly all actives have a fitted effect of over 45% in size; many of its hits are not listed in these tables
EPAC1 antag: qHTS for Antagonist of cAMP-regulated guanine nucleotide exchange factor 3 (EPAC1): primary screen; Potency, µM (titrated, usually from 115 µM), for inactives: at the highest dose activity change, negative = inhibition, actives largely listed as inhibitors; EPAC1 GEF assay, Rap1b-BODIPY-GDP exchange fluorescence; 360,000 tested, 0.14% active;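 note: plate controls were vehicle for no effect and positive control for full effect; nearly all actives have a fitted effect of over 50% in size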
aSyn rescue: qHTS of alpha-syn Inhibitors; Yeast expressing alpha-synuclein, growth rescue, BacTiter-Glo, 24 h; Potency, µM (doses to about 46.1 µM), without a hit: at the highest dose growth rescue (activation), most hits filed as activators; 370,000 tested, 0.14% active; note: % of control where 0% means no effect; nearly all actives have a fitted effect of over 65% in size
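Galactose-induced alpha-syn yeast (OD600=0.02, raffinose-pregrown) + pinned cpd, 24 hr, 30 deg C; growth by BacTiter-Glo luminescence. Growth restoration scores as activation.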
TDP43 rescue: qHTS of TDP-43 Inhibitors; TDP-43 expressing yeast growth rescue, BacTiter-Glo, 24 h; Potency, µM (titrated, usually from 46.1 µM), without a hit: top-dose growth rescue (activation), usual class: activators; 410,000 tested, 1.8% active; AID 652104, 2013; note: % of control where 0% means no effect; nearly all actives have a fitted effect of over 50% in size
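Yeast expressing TDP-43 (pregrown in raffinose, seeded at OD600=0.02 in galactose medium) exposed to compounds 24 hr at 30 deg C. Growth read by BacTiter-Glo luminescence; rescue of toxicity appears as increased signal.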
FUS suppressor: qHTS for Suppressors of FUS Proteinopathy: Primary screen using FUS-linked yeast assay; S. cerevisiae FUS-expressing, growth rescue, OD600, 24 h; Potency, µM (titrated, usually from 76.6 µM), without a hit: at the top dose growth rescue (activation), usual class: activators; 390,000 tested, 0.24% active; AID 1347120, 2019;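 note: plate controls were DMSO vehicle for no effect and reference control for full effect; nearly all actives have a fitted effect of over 55% in size; some results filed as inactive show a strong effect at the top dose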
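Yeast expressing FUS under galactose induction, OD 0.005 in 2% galactose medium; compounds in a dilution series, 24 h at 30C. Growth rescue by absorbance at 600 nm; CP55940 positive control, DMSO negative.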
Starred values were filed as active, the others as inactive; i = inactive; u = inconclusive; x = no result given; & = joins results of further samples; [ ] = remark or other dose. Calls come from the whole dose curve; as a rule, active = well fitted curve in the direction sought with a large enough effect; inconclusive = small, poorly fitted or top-dose-only effect, or another doubt; inactive = no such curve, though single readings can be large; an effect the other way counts as inactive or inconclusive. Potency is the fitted concentration of half-maximal effect. A portion of the library, so the mix of outcomes need not match the whole.

Values run as follows: PTHR1 ag	EPAC1 agonist	EPAC2 ag	EPAC2 antag	EPAC1 antag	aSyn rescue	TDP43 rescue	FUS suppressor
(1) Cc1cc(OCCN2CCC(Cc3ccccc3)CC2)ccc1[N+](=O)[O-]
  -35%[inhibitor]	-4%	14%	2%	7%	-3%	-27%	1%
(2) C1CCc2c(nc3nnnn3c2N2CCOCC2)C1
  i	0%	8%	0%	0%	0%	-7%	5%
(3) O=C(COC(=O)c1ccc(O)cc1)NC1CCCC1
  -1%	-3%	4%	6%	11%	-1%	1%	-21%
(4) COc1ccc(-c2nc(CC(=O)Nc3cccc(S(=O)(=O)NC4=NCCC4)c3)cs2)cc1
  -40%[inhibitor]	4%	15%	1%	-23%	-4%	6%	24%
(5) Cn1c(-c2ccc(F)cc2)cnc1SCC(=O)NCc1ccco1
  -2%[57.5 µM]	6%	0%	3%	-5%	3%	-12%	13%
(6) O=C(NC1(O)C(=O)c2ccccc2C1=O)c1ccccc1
  -14%	-4%	12%	u	u	-8%	14%	x
(7) CCC(=O)Nc1sc(C(=O)OC)c(C)c1C(=O)OC
  i	0%	-1%	15%	5%	-18%	-20%	7%
(8) O=C(Nc1ccc(N2CCOCC2)cc1)c1cccnc1
  -23%	-2%	-10%	12%	-1%	3%	-3%	16%
(9) NC1=NC[C@H](Cc2ccccc2)N1CCc1cc(C(F)(F)F)cc(C(F)(F)F)c1
  i	-1%	-2%	-11%	-25%	3%	-5%	23%
(10) O=C(Nc1ccc(Cl)c(C(F)(F)F)c1)C1Cc2c(-c3ccc4c(c3)OCO4)ccnc2O1 (centres undefined)
  -13%	-12%	8%	9%	-3%	u	23%	36%
(11) CCN(CC(=O)Nc1ccc(NC(C)=O)cc1)C(=O)CSCc1c(C)noc1C
  i	-10%	3%	10%	-13%	6%	20%	15%
(12) O=C(O)c1ccc(-c2nnn(Cc3ccccc3F)n2)cc1
  i	-12%	5%	-4%	-11%	12%	-5%	-18%
(13) CCCCn1nc(C(=O)N(CC(C)C)c2c(N)n(CCCC)c(=O)[nH]c2=O)c2ccccc2c1=O
  -9%	-8%	-10%	5%	-15%	-6%	20%	16%
(14) Cc1ccc(OCC(=O)NC2CCCC(C)C2C)c([N+](=O)[O-])n1 (centres undefined)
  -26%	6%	1%	-16%	9%	4%	25%	9%
(15) CC(=O)N/C(=C\c1cccc([N+](=O)[O-])c1)C(=O)NC1CCCCC1
  i	3%	3%	4%	-10%	0%	10%	x
(16) CCOC(=O)C1C(=O)NC(SCC(=O)OC)=C(C#N)C1c1ccccc1OCC (centres undefined)
  -8%[57.5 µM]	-1%	1%	2%	0%	6%	-14%	29%
(17) CCOC(=O)Cc1csc(NC(=O)CSc2cc(Cl)ccc2Cl)n1
  -6%	0%	8%	4%	5%	-5%	-11%	x
(18) CCOC(=O)c1ccc(S(=O)(=O)N2CCC(C(=O)N3CCN(c4ccccc4OC)CC3)CC2)cc1
  -1%	3%	2%	10%	-3%	17%	17%	x
(19) COCCCNC(=S)Nc1ccccc1C
  -18%	13%	6%	5%	6%	-1%	5%	1%
(20) Cc1ccc(S(=O)(=O)NCCC(=O)NCC(c2cccs2)N2CCOCC2)cc1 (centres undefined)
  -41%[inhibitor]	2%	17%	-1%	-4%	-5%	-9%	7%
(21) COc1ccc(OCc2nnc(SCC(=O)N3C(C)CCCC3C)o2)cc1 (centres undefined)
  -8%	1%	5%	0%	-9%	u	8%	17%
(22) COC(=O)c1nn(-c2ccc(-c3ccccc3)cc2)cc1O
  -39%[inhibitor][57.5 µM]	0%	2%	-2%	0%	4%	u	5%
(23) COc1ccccc1-c1nnc(NC(=O)c2ccc3ncsc3c2)o1
  -9%	0%	-5%	11%	-8%	4%	11µM*	x
(24) NS(=O)(=O)c1ccc(NS(=O)(=O)c2ccc(NC(=O)C3CC3)cc2)cc1
  i	2%	4%	2%	-17%	0%	4%	1%
(25) CCCN1C(=O)C2(OCCO2)c2cc(Cl)ccc21
  -40%[inhibitor]	7%	-1%	-20%	14%	9%	u	30%
(26) Cc1cc2c(cc1S(=O)(=O)NCCc1ccccc1)NC(=O)CO2
  -20%	0%	8%	-10%	-15%	3%	-3%	14%
(27) CC(C)C(=O)Nc1ccc(C(=O)NC2CCSC2=O)cc1 (centres undefined)
  -7%[57.5 µM]	3%	6%	-3%	-2%	3%	21%	u
(28) Cc1ccccc1-c1nc(CN2CCC(C(=O)O)CC2)c(C)o1
  i	-3%	7%	-5%	-4%	10%	29%	-1%
(29) Cc1ccc(Oc2cc(-n3nc(C)cc3C)ncn2)cc1
  -2%[57.5 µM]	9%	12%	8%	-10%	-16%	u	22%
(30) O=C(NNC(=S)Nc1ccc(F)c(Cl)c1)c1ccccc1Br
  -30%	-2%	0%	-13%	13%	1%	-10%[0.397 µM]	11%
(31) Cn1cc(Br)c(C(=O)Nc2c(F)c(F)c(F)c(F)c2F)n1
  -2%	-4%	8%	-11%	-17%	-7%	-17%	5%
(32) O=C(CN1CCN(Cc2ccccc2)CC1)c1ccc(Br)cc1
  i	-3%	5%	0%	3%	12%	-26%	11%
(33) O=S(=O)(NC1CC1)c1ccc(S(=O)(=O)N2CCCC(c3nc(-c4cccnc4)no3)C2)cc1 (centres undefined)
  -28%	-3%	-15%	31%[activator]	-6%	-1%	8%	x
(34) Cc1nn(C(C)c2n[nH]c(=S)n2-c2cccc(Cl)c2)c(C)c1[N+](=O)[O-] (centres undefined)
  -7%[57.5 µM]	-1%	-10%	4%	6%	-4%	u	10%
(35) CS(=O)(=O)N(CC(=O)N1CCN(c2ccccc2)CC1)C1CCCCC1
  0%[57.5 µM]	2%	-4%	14%	-3%	1%	4%	36%
(36) CN(C)c1ccc(/C=C(\C#N)C(=O)Nc2nc3c(s2)CCN(Cc2ccccc2)C3)cc1
  i	0%	112µM*	193%[activator]	-3%	-2%	-10%	u
(37) O=C(NCCCc1ccccc1)c1ccc(F)cc1
  -28%	-5%	-3%	8%	-10%	-14%	-3%	-12%
(38) COC(=O)CCCC1=CC2=CC(=O)C(C)(OC(=O)CCc3ccccc3)C(=O)C2=CO1 (centres undefined)
  19%	-10%	-4%	-18%	u	-31%[inhibitor]	-67%[inhibitor]	u
(39) CCCC(C)NC(=O)C1CCN(C(=O)C2CC(=O)N(c3ccc(C)cc3)C2)CC1 (centres undefined)
  i	4%	0%	7%	-5%	-1%	-10%	5%
(40) COc1ccccc1OCCSc1nc2ccccc2n1CCO
  -50%[inhibitor]	6%	5%	3%	-18%	1%	8%	13%
(41) COc1ccc(CCc2nc(C)ccc2O)cc1
  -5%	10%&0%	2%&4%	7%&4%	15%&0%	-11%&1%	5%&6%	16%
(42) Cn1ncc(Cl)c1C(=O)Nc1nnc(C2CC2)s1
  i	1%	7%	16%	-6%	-7%	28%	-17%
(43) Cn1c(SCC(=O)Nc2ccccc2)nc2ccccc2c1=O
  -73%[inhibitor]	1%	-1%	-16%	u	-5%	14%	-16%
(44) Cc1cccc(OCCn2c(S(=O)(=O)O)nc3ccccc32)c1
  7%[57.5 µM]	0%	-6%	-3%	-10%	2%	4%	1%
(45) COc1cc(-c2cc(C(=O)O)c3c(OC)c(OC)c(OC)cc3n2)ccc1O
  -17%	8%	3%	-1%	5%	-2%	-8%	-6%
(46) O=C(CSc1ncccn1)NC(=O)NC1CCCC1
  -11%	8%	-6%	2%	5%	3%	11%	8%
(47) COc1ccc(C(=O)Nc2ccc(OCC(=O)N3CCOCC3)cc2)c(OC)c1OC
  -6%	12%	5%	6%	-6%	-1%	3%	10%
(48) CCCOc1ccc(CSCCNC(=S)Nc2ccccc2)cc1
  -8%	-4%	9%	-10%	-5%	-3%	24%	-1%
(49) O=C(O)c1cc2ncc(-c3[nH]ncc3[N+](=O)[O-])cn2n1
  -7%	5%	5%	-8%	-11%	-6%	-8%	27%
(50) Cc1cccc(Cl)c1NC(=S)NN
  -63%[inhibitor]	1%	9%	19%	3%	-18%	0%	u
